Source: PubChem BioAssay (Emory University Molecular Libraries Screening Center)
EP2 antag – EP2 receptor (human) inhibition. P43116. C6 glioma cells expressing human EP2, cAMP TR-FRET; cells stimulated with saturating PGE2. inhibition, % at 25 µM. 260,000 compounds, 0.52% hits. AID 1422;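 active = percent inhibition above 40 after rounding to a whole number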;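 note: rat C6 glioma host cells with rolipram phosphodiesterase inhibitor present; the protocol text gives 20 µM as final concentration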
Target sequence (P43116 whole entry, looked up): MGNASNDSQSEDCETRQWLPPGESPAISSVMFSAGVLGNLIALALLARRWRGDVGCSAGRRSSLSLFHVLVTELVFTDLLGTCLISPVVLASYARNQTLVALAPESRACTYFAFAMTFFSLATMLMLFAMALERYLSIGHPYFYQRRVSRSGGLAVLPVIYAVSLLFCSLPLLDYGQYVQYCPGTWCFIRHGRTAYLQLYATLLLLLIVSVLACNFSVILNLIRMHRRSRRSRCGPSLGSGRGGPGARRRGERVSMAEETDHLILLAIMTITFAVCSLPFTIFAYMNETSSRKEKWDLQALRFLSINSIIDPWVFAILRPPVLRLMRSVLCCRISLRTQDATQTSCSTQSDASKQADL
EP2 mod – EP2 receptor (human) modulation | 260,000 compounds, 0.83% hits | induction, % at 25 µM | EP2-expressing cells, cAMP HTRF FRET, PGE2 co-stimulation;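 active = compounds whose cAMP rise, as percent of the full-agonist control response, exceeds 60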;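 note: rat C6 glioma line stably carrying human EP2 under a CMV promoter; the protocol text gives 20 µM as final concentration; 100% = response of wells given 1 µM PGE2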
The depositor's hits bear a star; & = joins results of further samples. Only part of the results is shown; count on the stated rates, not on these rows.

SMILES	EP2 antag	EP2 mod
CCCC1c2cccn2CCN1C(=O)c1cc(=O)c2cc(C)c(C)cc2o1 (centres undefined)	7.3	9.8
Cc1cc2cc(C(c3nnnn3CCc3ccccc3)N3c4ccccc4CC3C)c(=O)[nH]c2cc1C (centres undefined)	9.8	42.8
CC[C@H]1OC(=O)[C@H](C)[C@@H](O[C@H]2C[C@@](C)(OC)[C@@H](O)[C@H](C)O2)[C@H](C)[C@@H](O[C@@H]2O[C@H](C)C[C@H](N(C)C)[C@H]2O)[C@](C)(O)C[C@@H](C)CN(C)[C@H](C)[C@@H](O)[C@]1(C)O	13.9&11.8	16.0
Cc1nc2ccccn2c1C(=O)NCCN1CCOCC1	7.8	22.3
COc1ccc(-c2coc3cc(O)ccc3c2=O)cc1	14.4&10.7	-2.4
CCOc1ccccc1NC(=O)CC1NC2CCCCC2NC1=O (centres undefined)	15.2	-13.2
Cc1nc(N)sc1-c1csc(Nc2ccc(O)c(C(=O)O)c2)n1	10.5	-8.0
O=C(Nc1ccccc1Br)/C(=C\c1ccco1)NC(=O)c1ccccc1	11.6	20.3
CC1=C(C(=O)O)N2C(=O)[C@@H](NC(=O)C(N)c3ccccc3)[C@H]2SC1 (some centres undefined)	9.6&14.1	26.6&13.2
c1ccc2c(CN3CCN(Cc4c[nH]c5ccccc45)CC3)c[nH]c2c1	61.8*	-21.2
Cc1ccc2cc(C(c3nnnn3C3CCCCC3)N3CCCC(C)C3)c(=O)[nH]c2c1 (centres undefined)	8.6	7.5
CC(C)C(=O)N1CCCc2cc(C(O)CN3CCC(C(F)(F)F)CC3)ccc21 (centres undefined)	5.3	-43.9
CCN1CCN(C(=O)CN(c2ccccc2OC)S(=O)(=O)c2ccc(OC)cc2)CC1	18.2	29.2
Cc1cc2cccc(C)c2nc1SCC(=O)c1ccccc1	23.9	68.7*
O=C1C2[C@@H](c3ccccc3)N[C@@H](c3ccccc3)C1[C@@H](c1ccccc1)N[C@H]2c1ccccc1	47.4*	-9.1
COc1ccc2cc(CN(CCO)C(=S)NCCc3ccccc3)c(=O)[nH]c2c1	14.4	-93.2
Cc1cccc(C)c1NC(=O)C(C)Sc1nnc2c(n1)[nH]c1ccccc12 (centres undefined)	14.8	2.5
COc1ccccc1-c1cc(-c2ccc(C)o2)nc(N)c1C#N	10.3	24.2
C=CCNC(=O)c1ccc(Cl)c(S(=O)(=O)N2CCOCC2)c1	9.8	0.0
COCCNC(=S)N(CCCO)Cc1cc2cc(C)cc(C)c2[nH]c1=O	14.2	-6.6
Nc1ccc(NC(=O)c2nc[nH]c2C(=O)O)cc1	7.0	-5.4
Cc1ccc(S(=O)(=O)N2CCC(c3nc4cc(C)c(C)cc4[nH]3)CC2)cc1	6.8	-110.1
CCOC(=O)c1cccc(NC(=O)CSc2nc3c(c(=O)n(C)c(=O)n3C)n2C)c1	14.6	28.7
Cc1cccc(C(=O)Nc2ccc(N3CCN(C(=O)c4ccco4)CC3)cc2)c1	8.6	13.0
CCc1nn(CC(=O)OC)c(=O)c2cc3sccc3n12	9.0	-24.5
OCC(O)C(O)C(O)C(O)C(O)CO (centres undefined)	12.8	23.4
Cn1c(N)nc2c(nc(OCc3ccccc3)n2[C@H]2O[C@H](CO)[C@@H](O)[C@@H]2O)c1=O	57.2*	25.1
O=C(Nc1cccc(C(=O)N2CCOCC2)c1)C1Oc2ccccc2O1	8.3	0.3
CC(C)NC(=O)CSc1nc(N)cc(N)n1	19.8	-22.2
Cc1ccc(OCC(=O)Nc2ccccc2N2CCOCC2)cc1C	9.7	-2.2
COCCNC(=S)NCCNc1nc2c(C)cccc2cc1C#N	5.3	-84.2
CC1CCC(NC(=O)C2CCN(c3nc4ccccc4n3C)CC2)CC1 (centres undefined)	8.3	-31.7
CCOc1ccccc1-c1nc(-c2cc3ccccc3[nH]c2=O)no1	13.2	-20.5
Nc1c(C(=O)O)cnn1-c1cccc(Cl)c1	11.1	-13.0
CC(C)(C)c1[nH]ncc1CN(CCCn1ccnc1)Cc1ccccc1Cl	2.8	24.1
CCOc1ccc(C(O)CN2CCC3(CC2)CC(O)c2cc(OC)ccc2O3)cc1 (centres undefined)	7.9	-48.5
CCC(C(=O)Nc1nc2c(s1)C(=O)CC(C)(C)C2)c1ccccc1 (centres undefined)	16.2	-35.7
CCC(C)(C)NC(=O)CSc1nnc2n(CC(=O)N3CCCC3)c3ccccc3n12	18.1	3.8
CC1Oc2ccc(S(=O)(=O)NCCOCC3CCCO3)cc2NC1=O (centres undefined)	4.4	-27.6
Cc1cc(C)c2cc(C#N)c(SCC(=O)Nc3ccccc3C(F)(F)F)nc2c1	15.9	4.8
CCOC(=O)CSc1nc2ccccc2c(=O)n1-c1ccc(OC)cc1	12.5	30.4
S=C(Nc1ccc2cn[nH]c2c1)Nc1ccc2cn[nH]c2c1	12.7	12.7
CC(NS(=O)(=O)c1ccc(C(C)(C)C)cc1)c1nc(-c2ccncc2)n[nH]1 (centres undefined)	5.0	-38.5
CO/C(C)=C/c1sc2ccccc2[n+]1C	4.1	-12.7
CCc1cc2cc(C)ccc2nc1SCC(=O)N1CCOCC1	20.1	-11.4
CS(=O)(=O)N1CCc2cc(C(=O)Nc3cccc4ccccc34)ccc21	13.8	-98.3
COc1cccc(C2(O)CCC3CN(C(C)=O)CC32)c1 (centres undefined)	3.7	4.2
Oc1cccc2ccc(SSc3ccc4cccc(O)c4n3)nc12	106.1*	-63.4

Random excerpt: three compounds from above, in no set order.
SMILES	EP2 antag	EP2 mod
COc1cccc(C2(O)CCC3CN(C(C)=O)CC32)c1 (centres undefined)	3.7	4.2
COCCNC(=S)NCCNc1nc2c(C)cccc2cc1C#N	5.3	-84.2
CCC(C)(C)NC(=O)CSc1nnc2n(CC(=O)N3CCCC3)c3ccccc3n12	18.1	3.8

Further compounds
SMILES	EP2 antag	EP2 mod
CC1CCCN(c2nc3c(c(=O)[nH]2)CN(Cc2ccccc2)CC3)C1 (centres undefined)	11.8	-66.0
C[C@H]1[C@H](C)OC(=O)C[C@H](O)C[C@H](O)C[C@H](O)CC[C@H](O)[C@H](O)CC(=O)C[C@H](O)[C@H](C(=O)O)[C@H](O)C[C@H](O[C@H]2O[C@@H](C)[C@H](O)[C@@H](N)[C@@H]2O)C=CC=CC=CC=CCCC=CC=C[C@@](C)(O)[C@H]1O	43.9*	19.7
CCCCCCCCCCCCCCCCCC(=O)NCC(COP(=O)([O-])OCC[N+](C)(C)C)OCC (centres undefined)	11.5	-25.3
COc1ccc(-c2cc(C(F)F)n3ncc(C(=O)N4C(C)CCCC4C)c3n2)cc1 (centres undefined)	7.0	-74.4
O=C(NCc1cccs1)c1cc2nc(-c3ccco3)cc(C(F)(F)F)n2n1	7.0	-40.2
CCC(c1nnnn1C1CCCCC1)N1CCN(c2ccc(OC)cc2)CC1 (centres undefined)	4.5	-3.8
COc1ccccc1CC(C)NC(=O)c1c(-c2ccncc2)noc1C (centres undefined)	9.8	2.8
COc1cc(OC)cc(OC)c1	9.6	22.6
COc1cc(OC)cc(C(=O)NNC(=O)c2ccco2)c1	5.5	-25.2
O=C1CSC(=O)N1Cc1cc2c(cc1Cl)OCO2	12.1	7.2
COCc1cc(C)n(CC(=O)Nc2ccc(Cl)cc2)c(=O)c1C#N	7.3	-25.2
COc1ccc(OC)c(C2NC(=O)C(C#N)=C(S)N2c2ccc(F)cc2)c1 (centres undefined)	10.0	-14.9
CCc1ccc2[nH]cc(C(=O)NCCOC)c(=O)c2c1	11.0	-12.0
COc1cc(CCC(=O)NCCn2nc3c(C)cc4ccc(C)cc4n3c2=O)on1	10.9	4.0
CCC(c1nnnn1CC1CCCO1)N(Cc1cc2cc(C)cc(C)c2[nH]c1=O)CC1CCCO1 (centres undefined)	13.2	2.0
CCOC(=O)C1=C(O)CSC1=NC(=O)c1ccc(OC)cc1	5.8	-36.6
O=C(Nc1cccc(Br)c1)c1cccnc1	6.8	-56.4
CCOc1ccc(N2CC(C(=O)Nc3cccc(C)c3)CC2=O)cc1 (centres undefined)	6.0	-29.5
CCOc1ccc2cc3c(N)c(C(=O)N4CCC(C)CC4)sc3nc2c1	4.2	-75.9
CSc1ccc(C(=O)c2[nH]c(=O)[nH]c2C)cc1	12.9	-4.3
CCC1CCCCN1C(=O)CSc1nnc(-c2ccc(C)cc2)o1 (centres undefined)	5.4	-12.8
CCOc1ccc(S(=O)(=O)N(CC(=O)N2CCCC2)c2ccc(F)cc2)cc1	9.2	-32.0
COc1ccc(NC(=O)C2CC(=O)N(c3ccc(F)cc3)C2)cc1 (centres undefined)	10.1	-19.7
CC(C)(Oc1ccc(Cl)cc1)C(=O)Nc1ccc(S(=O)(=O)N2CCCC2)cc1	10.6	11.7
CCc1ccccc1N(CC(=O)NCc1ccc2c(c1)OCO2)S(C)(=O)=O	9.1	-7.2
Cc1ccc(C(=O)CSc2nnnn2C)c(C)c1	5.4	-20.9
O=C(CN1CCC(c2ccc(F)cc2)CC1)NCc1ccco1	4.2	-88.9
O=C(Nc1nc2ccc(F)cc2s1)c1ccc(Cl)cc1Cl	12.2	5.8
Cc1occc1-c1nn(CC(=O)N(C(C)C)C(C)C)c(=O)o1	6.6	-33.5
COc1ccc(CCN(C)C(=O)C2CCN(CC3CCCCC3)CC2)cc1OC	8.2	-22.3
Cc1cc2cc(CN(CC3COCCO3)S(=O)(=O)c3ccc(C)c(Cl)c3)c(=O)[nH]c2cc1C (centres undefined)	12.3	-20.8
CCOc1ccc2nc(SCC(=O)Nc3cc(C)on3)c(C)cc2c1	12.0	13.7
CCn1c(=O)/c(=C2/Sc3ccc(OC)cc3N2C)s/c1=C1/C(=O)N(C)C(=S)N1C	9.3	-9.9
Cc1ccc(CN(CCCn2ccnc2)Cc2cc(F)ccc2F)s1	4.2	35.3
COc1ccc(Cn2nnnc2CN(CCO)Cc2cc3cccc(C)c3[nH]c2=O)cc1	11.6	-50.5
O=C(COC(=O)c1ccccn1)Nc1cc(C(F)(F)F)ccc1Cl	8.6	-5.4
Cn1c(=O)[nH]c(=O)c2c1nc(NCc1ccco1)n2CCO	5.5	-6.3
CCCNS(=O)(=O)c1ccc(OCC(=O)NCc2ccncc2)cc1	6.5	-15.5
O=C(/C=C/c1ccco1)Nc1cccc(C(=O)Nc2nccs2)c1	13.5	-61.2
O=C(NCCc1nc(-c2ccncc2)n[nH]1)C1CC=CCC1 (centres undefined)	1.6	30.4
COc1cccc(C2=NN(C(=O)CCC(=O)O)C(c3cccs3)C2)c1 (centres undefined)	9.3	-24.8
FC(F)(F)c1ccc(NCc2cn3ccccc3n2)cc1	9.6	-52.7
CNc1cc(NS(=O)(=O)c2ccc(N)cc2)nc(NC)n1	10.8	1.9
CCc1ccccc1N(CC(=O)NCC1CCCO1)C(=O)CCC(=O)Nc1cc(C)on1 (centres undefined)	5.1	-28.9
CN=C(N)NCCC[C@H](N)C(=O)O	10.1	17.0
COc1ccc(CN2CCc3c(nc(N4CCCCC4C)[nH]c3=O)C2)cc1 (centres undefined)	6.4	-18.1
CNC(=O)Cn1cnc2c1c(=O)n(C)c(=O)n2C	8.0	-3.2
CCOc1ccc(N(C(C)C(=O)N2CCC(C(N)=O)CC2)S(C)(=O)=O)cc1 (centres undefined)	10.0	5.1

The final 5 entries of the section before lead into the next:
SMILES	EP2 antag	EP2 mod
CCc1ccccc1N(CC(=O)NCC1CCCO1)C(=O)CCC(=O)Nc1cc(C)on1 (centres undefined)	5.1	-28.9
CN=C(N)NCCC[C@H](N)C(=O)O	10.1	17.0
COc1ccc(CN2CCc3c(nc(N4CCCCC4C)[nH]c3=O)C2)cc1 (centres undefined)	6.4	-18.1
CNC(=O)Cn1cnc2c1c(=O)n(C)c(=O)n2C	8.0	-3.2
CCOc1ccc(N(C(C)C(=O)N2CCC(C(N)=O)CC2)S(C)(=O)=O)cc1 (centres undefined)	10.0	5.1
CCOC(=O)C(CC)Sc1nc2c(c(=O)[nH]c(=O)n2C)n1Cc1ccc(Cl)cc1 (centres undefined)	11.1	51.9
CCN1c2ncccc2C(=O)NC12CCN(Cc1c(F)cccc1F)CC2	5.8	-9.5
COc1ccc(CN(Cc2ccccn2)C2CC(C)(C)NC(C)(C)C2)cc1OC	13.4	-38.4
COc1ccc(C2/C(=C(/O)c3ccc(Cl)cc3)C(=O)C(=O)N2CC(C)O)c(OC)c1 (centres undefined)	13.3	10.5
Cn1c2ccccc2n2c(=O)n(CC(=O)NCCc3ccccc3)nc12	8.7	-20.2
Cc1cccc(Cn2c(=S)[nH]c3c2c(=O)n(C)c(=O)n3C)c1	12.0	59.2
Cc1nc(C)n(C(C)CNC(=O)C2ON=C(c3ccc(F)cc3)C2C)n1 (centres undefined)	8.5	-9.0
CCOc1ccc(NC(=O)C2CCN(C(=O)c3cc(OC)c(OC)c(OC)c3)CC2)cc1	8.8	17.3
COC(=O)c1c(C)cc(OC(=O)c2c(C)cc(O)c(C=O)c2O)c(C)c1O	6.5	15.0
CCC(=O)Nc1ccc(N2CCN(C(=O)c3ccc(C)cc3)CC2)cc1	13.3	-34.9
COc1ccc(-c2nc3cnccn3c2NCc2ccc3c(c2)OCO3)c(OC)c1	3.6	-25.1
O=C(Nc1ccc(S(=O)(=O)N2CCOCC2)cc1)C(=O)NC1CCCCC1	10.7	-19.0
O=c1c[n+](CCCC[n+]2cc(=O)o[nH]2)[nH]o1	9.8	3.4
Cc1nc(SCC(=O)N2CCCC2)c2c(C)c(C)sc2n1	3.8	-29.1
Cc1ccc(NC(=O)CSCc2nc3sc4c(c3c(=O)[nH]2)CCCC4)c(C)c1	10.0	-39.1
CCC1c2ccc(C)n2CCN1C(=O)c1[nH]nc(-c2ccccc2)c1C (centres undefined)	6.8	-18.2
O=C(C1CCCO1)N1CCC(O)(c2cccc(F)c2)CC1 (centres undefined)	3.2	-14.9
CCCn1nc(C)c(CN2CCn3cccc3C2C(C)C)c1C (centres undefined)	9.4	30.0
COc1cccc(C2Nc3ccc(C(=O)O)cc3C3C=CCC32)c1 (centres undefined)	15.8	8.5
Cc1ccc(NC(=O)c2snc3c(=O)[nH]cnc23)cc1	15.7	-5.6
